mIAP activ: mouse IAP activation. muIAP, CDP-Star luminescence, 30 min; active compounds read high; 1 = vehicle-only enzyme signal, 0 = enzyme-free wells. activation factor at 10 µM. hit rate 0.24% among 330,000;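 active = activation factor of at least 2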; note: the source names both 10 and 20 µM as test concentration; values of inactives mirror those of a sister screen read the other way
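System: mouse IAP enzyme. Reagent: CDP-Star chemiluminescent phosphatase substrate. Benchmarks: DMSO wells, no-enzyme wells. Times: 30 min enzyme-substrate-compound incubation at room temperature. Detection: luminescence from enzymatic CDP-Star hydrolysis. Doses: test compounds delivered from DMSO solution.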
mIAP inh: mouse IAP inhibition; purified mouse IAP, CDP-Star luminescence, 30 min; hit rate 0.2% among 330,000; inhibition, % at 10 µM;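 active = inhibition of at least 40% at 10 µM in the primary screen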;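 note: plate controls were DMSO with enzyme for no effect and no enzyme wells for full effect; values of inactives mirror those of a sister screen read the other way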
hIAP inh: human IAP inhibition. P09923. hit rate 0.12% among 330,000. purified IAP, CDP-Star luminescence, 30 min. inhibition, % at 10 µM;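 active = inhibition reaching a set limit with compound at 10 µM in the primary screen, cut at about 35% in these data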;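 note: plate controls were DMSO wells with enzyme for no effect and no-enzyme buffer wells for full effect; values of inactives mirror those of a sister screen read the other way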
Target sequence (P09923 whole entry, looked up): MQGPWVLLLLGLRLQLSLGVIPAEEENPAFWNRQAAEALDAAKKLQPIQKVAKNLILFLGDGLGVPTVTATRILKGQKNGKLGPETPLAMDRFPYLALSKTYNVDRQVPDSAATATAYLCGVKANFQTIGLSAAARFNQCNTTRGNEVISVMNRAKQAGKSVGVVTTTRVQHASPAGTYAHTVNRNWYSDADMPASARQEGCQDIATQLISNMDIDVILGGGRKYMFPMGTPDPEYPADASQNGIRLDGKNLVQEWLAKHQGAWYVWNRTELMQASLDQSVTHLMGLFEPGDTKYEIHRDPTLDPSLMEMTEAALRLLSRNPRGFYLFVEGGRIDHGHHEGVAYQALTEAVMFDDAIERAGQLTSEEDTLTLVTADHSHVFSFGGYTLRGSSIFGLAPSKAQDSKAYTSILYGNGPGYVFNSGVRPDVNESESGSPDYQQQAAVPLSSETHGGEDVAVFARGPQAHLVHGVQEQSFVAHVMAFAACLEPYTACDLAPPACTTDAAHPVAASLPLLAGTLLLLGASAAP
SENP1 FRET inh: blocks the human SENP1 SUMO protease catalytic domain; recombinant SENP1 catalytic domain, CyPet-SUMO1-YPet FRET cleavage; inhibition, % at 10 µM; hit rate 0.21% among 360,000; AID 624204;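 active = inhibition at least 30% at 10 µM, raw YFP signal under a set limit, fluorescence ratio 0.5 to 1.5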;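 note: 0% = enzyme with DMSO and 100% = no enzyme wells; some results filed as inactive read as strong as hits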
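material = recombinant human SENP1 catalytic domain, His6-tagged | quantity = 20 pM enzyme | reagent = 25 nM SUMO1 FRET substrate | compound dosing = 10 µM single point, 0.5% DMSO | timing = 50 min enzyme reaction, room temperature, light-protected | detection = FRET, CFP and YFP emission | control set = no-enzyme low, enzyme-DMSO high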
A3G deaminase: APOBEC3G (human) deaminase inhibition; Q9HC16; recombinant A3G, ssDNA deamination FAM/TAMRA fluorescence; inhibition, % at 20 µM; hit rate 0.28% among 330,000; AID 493012;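 active = inhibition of at least 40% at 20 µM, with no more than 30% in the related APOBEC3A deaminase screen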;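 note: plate controls were DMSO wells with A3G for no effect and wells lacking A3G enzyme for full effect; some compounds called inactive have numbers as strong as hits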
Target sequence (Q9HC16 whole entry, looked up): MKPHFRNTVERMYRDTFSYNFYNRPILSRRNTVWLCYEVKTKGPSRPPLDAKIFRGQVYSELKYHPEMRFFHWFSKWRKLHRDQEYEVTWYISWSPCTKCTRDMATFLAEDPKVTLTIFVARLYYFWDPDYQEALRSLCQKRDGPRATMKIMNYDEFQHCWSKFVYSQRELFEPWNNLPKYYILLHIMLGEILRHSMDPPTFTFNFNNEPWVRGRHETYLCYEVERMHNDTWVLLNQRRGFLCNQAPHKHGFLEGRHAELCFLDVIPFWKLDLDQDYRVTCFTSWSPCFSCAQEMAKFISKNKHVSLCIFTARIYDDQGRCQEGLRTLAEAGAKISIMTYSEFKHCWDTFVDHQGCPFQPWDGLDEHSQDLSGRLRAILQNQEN
A3A deaminase: human APOBEC3A DNA deaminase inhibition; P31941; recombinant A3A, FAM/TAMRA ssDNA deamination fluorescence; AID 493011; hit rate 0.41% among 330,000; inhibition, % at 20 µM;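 active = at least 40% inhibition at 20 µM here, with at most 30% in a related deaminase screen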;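 note: plate controls were A3A with DMSO for no effect and wells lacking A3A enzyme for full effect; some results filed as inactive read as strong as hits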
Target sequence (P31941 whole entry, looked up): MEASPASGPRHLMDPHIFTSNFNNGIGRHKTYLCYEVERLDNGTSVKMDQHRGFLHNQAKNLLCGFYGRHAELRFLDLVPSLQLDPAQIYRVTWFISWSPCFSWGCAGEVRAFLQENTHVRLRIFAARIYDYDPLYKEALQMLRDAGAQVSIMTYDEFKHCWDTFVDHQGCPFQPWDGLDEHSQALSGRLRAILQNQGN
beta cell repl: induces beta-cell replication in MIN6 cells. MIN6 cells proliferation, ATPlite luminescence, 48 h; cells starved in 0.2% serum; 100% = growth in 10% serum. proliferation, % at 10 µM. hit rate 0.29% among 330,000;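 active = compounds whose signal lies at least 3.5 SD above the mean of all wells on their plate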;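 note: 0% = DMSO-treated cells in low-serum medium and 100% = 10% serum control; some compounds called inactive have numbers as strong as hits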
hIAP act: increases human intestinal alkaline phosphatase activity; P09923; purified human IAP, CDP-Star luminescence, 30 min; active compounds read high; 1 = vehicle-only enzyme, 0 = enzyme-free background; activation factor at 10 µM; hit rate 0.16% among 330,000; AID 2524;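 active = activation factor of the enzyme at least 2-fold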; note: the source names both 10 and 20 µM as test concentration; values of inactives mirror those of a sister screen read the other way
NALP3 yeast inh: NALP3 inhibition in yeast; hit rate 0.39% among 330,000; Yeast reconstituted NLRP3/ASC/caspase-1, beta-gal luminescence, 24 h; inhibition, % at 10 µM;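 active = inhibition of 50% or more; inactive = inhibition below 50%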;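 note: plate controls were induced DMSO wells for no effect and uninduced yeast grown without galactose for full effect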
Active calls of the source: *; . = not tested or not shown. Only part of the results is shown, so the mix of outcomes need not match the whole.

1	COc1ccc(CCNc2nc(-c3sc(C)nc3C)cs2)cc1OC
2	Cc1cc(NC(=O)c2ccc(Cl)cc2)n(CCOC(=O)c2ccc(Cl)cc2)n1
3	O=C(CCN1C(=O)/C(=C/c2ccccc2Cl)SC1=S)N1CCCC1
4	Cc1ccc(NC(=O)c2ccc(S(=O)(=O)N3CCCCC3)cc2)cc1
5	COc1ccc(OCC(=O)OCC(=O)NC2CC2)cc1
6	CCOC(=O)c1cc(-c2ccc(OC)cc2)nc2c1c(C)nn2CCC(N)=S
7	COC(=O)[C@]1(C)N[C@H](CN(C)C(=O)c2ccc(F)cc2)[C@@H]2C(=O)N(Cc3ccccc3)C(=O)[C@@H]21
8	Cc1ccc(C(=O)OCC(=O)N2CCC(Cc3ccccc3)CC2)cc1N
entry no.	1	2	3	4	5	6	7	8
mIAP activ	1	1	0.94	0.91	1.1	0.78	0.97	0.89
mIAP inh	-3	-3	6	10	-5	22	3	11
hIAP inh	0	1	-27	6	5	-30	10	1
SENP1 FRET inh	1	-1	3	-1	3	-1	2	-2
A3G deaminase	0	-1	-7	0	-4	-7	-1	-1
A3A deaminase	0	0	-9	5	-6	-5	-2	2
beta cell repl	-4	0	-7	6	-3	-3	1	-3
hIAP act	1	0.99	1.3	0.94	0.95	1.3	0.9	0.99
NALP3 yeast inh	14	31	21	5	17	14	8	37

9	CC(Sc1nccn1C)C(=O)c1c(N)n(C)c(=O)n(C)c1=O (configuration not stated)
10	CCN(CCn1cccn1)C(=O)c1cc(COc2ccccc2SC)on1
11	OC1CCCC1
12	O=C(CN1C(=O)COc2ccccc21)Nc1ccc(F)cc1
13	COC(=O)[C@H](CC(C)C)N(Cc1ccccc1)S(=O)(=O)N(Cc1ccc(OC)cc1)[C@@H](CC(C)C)C(=O)OC
14	O=C(COC(=O)CNC(=O)c1cccc([N+](=O)[O-])c1)Nc1cccc(S(=O)(=O)N2CCCC2)c1
15	CC1CCCC(C)N1C(=O)CSc1nc2ccccc2c(=O)[nH]1 (configuration not stated)
16	COC(=O)c1cccc(NC(=O)/C=C/c2cccc([N+](=O)[O-])c2)c1
entry no.	9	10	11	12	13	14	15	16
mIAP activ	1	0.99	1	0.96	0.93	0.99	1	1.1
mIAP inh	-1	1	-4	4	8	0	-2	-9
hIAP inh	-13	-10	-9	-64	2	5	-3	-2
SENP1 FRET inh	1	-4	-1	1	1	2	-2	-1
A3G deaminase	-6	-4	-8	4	-7	-1	-6	-4
A3A deaminase	1	-3	-2	0	-3	-1	-4	0
beta cell repl	3	-2	-1	-3	-6	0	-4	0
hIAP act	1.1	1.1	1.1	1.6	0.98	0.95	1	1
NALP3 yeast inh	19	23	3	18	9	6	-1	19

Ordered by value in mIAP inh (ascending): some entries from above
| cpd | Molecule | mIAP inh |
| --- | --- | --- |
| 16 | COC(=O)c1cccc(NC(=O)/C=C/c2cccc([N+](=O)[O-])c2)c1 | -9 |
| 9 | CC(Sc1nccn1C)C(=O)c1c(N)n(C)c(=O)n(C)c1=O (configuration not stated) | -1 |
| 12 | O=C(CN1C(=O)COc2ccccc21)Nc1ccc(F)cc1 | 4 |

Along the list, as entered above.
hIAP act, compounds 10 to 15, in order: 1.1, 1.1, 1.6, 0.98, 0.95, 1

More results:
17	CCO/C=C1\C(=O)N(CC)c2ccccc21
18	Cc1cc(C)cc(C(=O)NC(CC(N)=O)c2ccc(NC3CCCCCCC3)c([N+](=O)[O-])c2)c1 (configuration not stated)
19	O=C(CSc1nnnn1C1CCCCC1)NCCc1ccccc1
20	Cc1ccc(C)c(S(=O)(=O)N2CCN(c3nc(CN4CCOCC4)nc4sc(C)c(C)c34)CC2)c1
21	CCC(C)[C@H]1CNC(=O)C(=O)N1CCCc1cc(OC)c(OC)c(OC)c1 (some centres not stated)
22	Cn1c2c(c(=O)[nH]c1=O)C(NC(=O)c1ccco1)(C(F)(F)F)C(=O)N2 (configuration not stated)
23	CCc1ccccc1OCC(=O)Nc1ccc2c(c1)OCCO2
24	O=S(=O)(N/N=C/c1ccc(F)cc1)c1ccccc1
entry no.	17	18	19	20	21	22	23	24
mIAP activ	0.86	0.88	1	1.1	1	0.99	1.1	0.99
mIAP inh	14	12	0	-7	-2	1	-7	0
hIAP inh	-10	-6	26	18	-9	-3	3	2
SENP1 FRET inh	1	5	1	-1	2	1	-1	3
A3G deaminase	0	22	-8	-7	14	-2	-9	-2
A3A deaminase	0	0	-3	-4	1	-2	-2	0
beta cell repl	0	-8	4	-7	7	-1	2	-2
hIAP act	1.1	1.1	0.74	0.82	1.1	1	0.97	0.98
NALP3 yeast inh	17	27	11	13	7	3	35	11

25	CC(=O)n1nc(-c2ccco2)nc1SCc1ccccc1
26	CCN(CC)S(=O)(=O)c1cccc(-c2nnc(SCC(=O)NCCC3=CCCCC3)n2N)c1
27	CCOC(=O)CSc1nnc(C)c(=O)[nH]1
28	CCOc1ccc2nc(SCC(=O)NC3CCCCC3)[nH]c2c1
29	CN(CC(=O)Nc1ccc(Cl)c(C(F)(F)F)c1)C(=O)Cc1cccs1
30	CCOc1ccc(NC(=O)CNC(=O)c2ccc(OC)c(OC)c2)cc1
31	S=c1[nH]ccn1-c1cccc(Cl)c1
32	COc1ccc(CN2CCC(n3nccc3NC(=O)C3CC3)CC2)c(Cl)c1OC
entry no.	25	26	27	28	29	30	31	32
mIAP activ	0.81	1	0.99	0.98	1.1	1	1.1	1.1
mIAP inh	19	-5	1	2	-5	-4	-10	-10
hIAP inh	21	0	-2	-10	-16	1	-23	-23
SENP1 FRET inh	-5	3	1	2	1	1	-1	-1
A3G deaminase	0	-4	-7	-14	-6	-11	19	15
A3A deaminase	7	-2	-4	-7	-3	-4	-5	6
beta cell repl	-5	0	-3	0	0	0	0	5
hIAP act	0.79	1	1	1.1	1.2	0.99	1.2	1.2
NALP3 yeast inh	-3	6	0	19	13	9	1	3

33	COc1cccc(-c2nc(CC(=O)O)cs2)c1OC
34	COC(=O)[C@@]1(Cc2ccc(F)cc2)[C@H]2c3cc(C(=O)N(C)C)n(Cc4ccccn4)c3C[C@H]2CN1C(=O)c1ccccc1
35	CC(C)c1ccc(NCCC(=O)c2ccc(Br)cc2)cc1
36	CC(C(=O)NC(C)(C)C)N(Cc1cccs1)C(=O)CCN1CCc2ccccc21 (configuration not stated)
37	Cc1ccc(C(=O)N2CCN(S(=O)(=O)c3ccccc3[N+](=O)[O-])C2)cc1
38	CSc1ncc(C(=O)Nc2ccc(Cl)cc2)c(C)n1
39	CCC[C@@H]1C[C@@H](C(=O)NC(C(C)Cl)[C@H]2O[C@H](SC)[C@H](O)[C@@H](O)[C@H]2O)N(C)C1 (some centres not stated)
40	CCCNC(=O)c1ccccc1NC(=O)CN(c1ccccc1OCC)S(C)(=O)=O
entry no.	33	34	35	36	37	38	39	40
mIAP activ	0.95	1.1	1.1	1	0.96	0.95	1.1	1.1
mIAP inh	5	-12	-7	0	4	5	-8	-13
hIAP inh	1	20	4	10	6	-5	8	7
SENP1 FRET inh	1	.	1	-7	2	-6	-1	3
A3G deaminase	0	-10	-8	-13	-6	-8	-5	-6
A3A deaminase	4	-5	-2	0	-3	-1	-6	-4
beta cell repl	-2	2	2	2	3	-4	-1	-1
hIAP act	0.99	0.8	0.96	0.9	0.94	1.1	0.92	0.93
NALP3 yeast inh	3	19	7	13	8	15	7	-7

41	COc1nc(NCCO)nc(Nc2ccc([N+](=O)[O-])cc2)n1
42	COc1cccc(Cn2c(NCc3ccco3)nc3c2c(=O)n(C)c(=O)n3C)c1
43	Cc1cccc(C)c1NS(=O)(=O)c1ccc(F)cc1
44	O=C(/C=C/c1ccccc1)NC(=S)Nc1ccc(N2CCOCC2)c(Cl)c1
45	COc1cc(-c2nc(CN3CCN(C(=O)c4ccco4)CC3)c(C)o2)ccc1F
46	O=C(N/N=C/c1cccc(Br)c1)c1ccc(Br)cc1
47	Cc1ccc(Cn2nnnc2CN2CCC(O)(c3cccnc3)CC2)cc1
48	COc1cc(C(c2c(C)n(C)n(-c3ccccc3)c2=O)c2c(C)n(C)n(-c3ccccc3)c2=O)cc(Br)c1O
entry no.	41	42	43	44	45	46	47	48
mIAP activ	1	1.1	0.89	1	0.9	1	1	0.99
mIAP inh	-5	-8	11	0	10	-2	-1	1
hIAP inh	6	-16	-6	-5	5	14	-5	16
SENP1 FRET inh	2	.	0	2	-1	0	4	2
A3G deaminase	-4	-1	-7	-3	-8	-6	-7	14
A3A deaminase	3	-2	-4	-1	-4	0	1	-7
beta cell repl	-2	-6	1	0	-1	-2	-1	-3
hIAP act	0.94	1.2	1.1	1.1	0.95	0.86	1.1	0.84
NALP3 yeast inh	12	-8	13	-12	13	22	8	1

49	COc1ccc(CCNC(=O)CSc2nnnn2-c2ccccc2)cc1
50	Nc1cc(=O)nc(SCc2ccccc2)n1Cc1ccco1
51	Cc1cc2c(cc1S(=O)(=O)Nc1cccc(F)c1)n(C)c(=O)c(=O)n2C
52	c1ccc2nc3ccccc3nc2c1
53	C[C@@H](NC(=O)c1nc[nH]c1C(=O)NCc1ccccc1)c1ccccc1
54	CCOC(=O)c1[nH]c(C)c(C(=O)Nc2ccc(Cl)cc2)c1C
55	Cc1ccc(O)c(C(CC(=O)NCc2ccco2)c2ccccc2)c1 (configuration not stated)
56	COc1ccccc1NC(=O)COC(=O)C12CC3CC(CC(Br)(C3)C1)C2
entry no.	49	50	51	52	53	54	55	56
mIAP activ	1.1	0.94	1.1	0.95	0.86	0.93	1.1	0.94
mIAP inh	-6	6	-7	5	14	7	-12	6
hIAP inh	1	5	-9	-3	-34	16	-8	9
SENP1 FRET inh	4	-6	0	1	2	1	2	2
A3G deaminase	0	-7	-9	0	-6	3	-4	-7
A3A deaminase	-10	-3	-1	3	-3	0	-3	-5
beta cell repl	2	0	-5	-1	-3	-1	-1	-4
hIAP act	0.99	0.95	1.1	1	1.3	0.84	1.1	0.91
NALP3 yeast inh	10	10	8	2	9	27	10	25

57	O=C(CCCOc1ccc(Cl)cc1Cl)N/N=C/c1ccco1
58	Cc1cccc(C)c1NC(=O)CN(C)C(=O)c1cc(S(=O)(=O)N2CCOCC2)ccc1N1CCCC1
59	Cc1ccc(NS(=O)(=O)c2csc(C(N)=O)c2)cc1C
60	CCN(CC)CCNC(=O)c1ccc(NC(=O)Cc2ccccc2F)cc1
61	COc1ccccc1C1CC(c2cccs2)=Nc2ccccc2S1 (configuration not stated)
entry no.	57	58	59	60	61
mIAP activ	0.93	1.2	1	1.1	0.88
mIAP inh	7	-15	-4	-8	12
hIAP inh	-36	-10	-2	-7	12
SENP1 FRET inh	1	1	1	1	0
A3G deaminase	-6	13	-3	-11	-1
A3A deaminase	-1	46*	2	-2	-3
beta cell repl	-2	-4	-3	-2	-5
hIAP act	1.4	1.1	1	1.1	0.88
NALP3 yeast inh	5	-5	16	7	-47

With a hit mark in A3A deaminase, of those listed so far:
#	Compound	mIAP activ	mIAP inh	hIAP inh	SENP1 FRET inh	A3G deaminase	A3A deaminase	hIAP act	NALP3 yeast inh
58	Cc1cccc(C)c1NC(=O)CN(C)C(=O)c1cc(S(=O)(=O)N2CCOCC2)ccc1N1CCCC1	1.2	-15	-10	1	13	46*	1.1	-5
